G9a block: blocks human histone lysine methyltransferase G9a; hit rate 8.8% among 350,000; Potency, µM (top dose mostly 102 µM), for inactives: top-dose activity, negative = inhibition, usual class: inhibitors; G9a H3K9 monomethylation, AlphaScreen, 2 h; note: potency is the fitted concentration of half-maximal effect; % is set by controls: 0 for no effect and ±100 for the full control effect; nearly all actives have a fitted effect of over 75% in size
Target sequence (Q96KQ7 913-1193 limits assumed): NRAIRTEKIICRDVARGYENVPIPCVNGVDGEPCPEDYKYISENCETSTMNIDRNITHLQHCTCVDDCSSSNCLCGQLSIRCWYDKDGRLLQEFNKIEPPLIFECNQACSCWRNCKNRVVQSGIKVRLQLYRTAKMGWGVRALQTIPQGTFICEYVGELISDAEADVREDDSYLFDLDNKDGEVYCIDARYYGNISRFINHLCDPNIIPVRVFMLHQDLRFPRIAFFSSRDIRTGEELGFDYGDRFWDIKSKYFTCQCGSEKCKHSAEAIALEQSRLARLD
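Compounds were preincubated with 20 nM G9a for 15 min, after which biotinylated H3K9 peptide (500 nM) and SAM (20 uM) started a 2 h room-temperature reaction. Monomethylated product was quantified by antibody-based AlphaScreen chemiluminescence.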
Pin1 inhibitor: human Pin1 inhibition | Pin1 FP peptide displacement, HiFluor488, 10 min | Potency, µM (titrated, usually from 115 µM), for inactives: at the top dose activity, negative = inhibition, usual class: inhibitors | hit rate 0.009% among 390,000; active = well fitted inhibition curve with a large enough effect in the polarisation, with a control signal flat, not every such curve was filed as active; inconclusive = small, poorly fitted or top-dose-only effect, or effect the other way, or a change in a side signal; inactive = no such curve, though single readings can be large or run the other way; the % refers to the polarisation; note: potency is the fitted concentration of half-maximal effect; % is set by controls: 0 for no effect and ±100 for the full control effect
HP1b chromo inh: inhibitors of HP1-beta chromodomain binding to methylated histone tails | AID 540317 | Potency, µM (doses to about 114 µM), inactives show at the top dose activity change, negative = inhibition, usual class: inhibitors | hit rate 0.56% among 390,000 | AlphaScreen HP1-beta / biotin-H3K9me3 peptide binding; note: potency is the fitted concentration of half-maximal effect; nearly all actives have a fitted effect of over 70% in size; inactives centre near 23
Target sequence (P83916 whole entry, looked up): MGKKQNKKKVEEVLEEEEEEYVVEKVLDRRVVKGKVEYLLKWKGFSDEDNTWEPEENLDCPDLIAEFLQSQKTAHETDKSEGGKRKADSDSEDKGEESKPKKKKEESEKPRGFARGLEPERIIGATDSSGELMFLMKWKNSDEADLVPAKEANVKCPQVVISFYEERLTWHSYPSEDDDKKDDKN
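Compound inhibition of the preformed complex between 50 nM HP1-beta and 50 nM biotinylated H3K9me3 peptide was read by AlphaScreen. Buffer was PBS pH 7.4 with 0.01% Tween-20. Incubations ran 30 min at room temperature, with 10 ug/mL donor/acceptor beads.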
BAZ2B inh: blocks human BAZ2B; AID 504333; Q9UIF8; hit rate 4.4% among 360,000; Potency, µM (titrated, usually from 114 µM), inactives show at the top dose activity change, negative = inhibition, hits mostly inhibitors; AlphaScreen BAZ2B-H3K14Ac peptide displacement; note: potency is the fitted concentration of half-maximal effect; % is set by controls: 0 for no effect and ±100 for the full control effect; nearly all actives have a fitted effect of over 60% in size
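Complex of BAZ2B and biotin-H3K14Ac (50 nM apiece) forms over 30 min at RT, then faces library compounds up to 110 uM for another 30 min; AlphaScreen beads added, 20 min dark incubation, luminescence read.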
Tb PGK inh: inhibitors of T. brucei phosphoglycerate kinase | hit rate 0.043% among 380,000 | PGK/GAPDH coupled, Kinase-Glo luminescence, 60 min | AID 602233 | P07378 | Potency, µM (titrated, usually from 57.5 µM), for inactives: at the highest dose activity change, negative = inhibition, most hits filed as inhibitors; note: potency is the fitted concentration of half-maximal effect; % is set by controls: 0 for no effect and ±100 for the full control effect; nearly all actives have a fitted effect of over 60% in size
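Recombinant glycosomal PGK reaction used 1,3-bisphosphoglycerate generated in-well by GAPDH (100nM final) in 100mM TEA pH 7.6, 5mM MgCl2, 0.01% Tween-20. After 60 minutes at room temperature, ATP was read by Kinase-Glo Plus luminescence end-point.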
JMJD2A Tudor inh: JMJD2A Tudor domain (human) inhibition; AID 504339; O75164; hit rate 4.4% among 390,000; Potency, µM (top dose mostly 114 µM), for inactives: at the highest dose activity change, negative = inhibition, hits mostly inhibitors; AlphaScreen JMJD2A-Tudor / H3K4me3 peptide binding; note: potency is the fitted concentration of half-maximal effect; % is set by controls: 0 for no effect and ±100 for the full control effect; nearly all actives have a fitted effect of over 50% in size
PI4K2A inh: inhibitors of human PI4K2A. hit rate 0.13% among 420,000. purified PI4K2A, ADP-Glo luminescence, 1 h; hits give low values. activity change, negative = inhibition, % at 76.9 µM; in the data active = activity change below about -50%; inconclusive = mostly about -30% to -49%;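 note: -100% = wells without enzyme as full effect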
Target sequence (Q9BTU6 whole entry, looked up): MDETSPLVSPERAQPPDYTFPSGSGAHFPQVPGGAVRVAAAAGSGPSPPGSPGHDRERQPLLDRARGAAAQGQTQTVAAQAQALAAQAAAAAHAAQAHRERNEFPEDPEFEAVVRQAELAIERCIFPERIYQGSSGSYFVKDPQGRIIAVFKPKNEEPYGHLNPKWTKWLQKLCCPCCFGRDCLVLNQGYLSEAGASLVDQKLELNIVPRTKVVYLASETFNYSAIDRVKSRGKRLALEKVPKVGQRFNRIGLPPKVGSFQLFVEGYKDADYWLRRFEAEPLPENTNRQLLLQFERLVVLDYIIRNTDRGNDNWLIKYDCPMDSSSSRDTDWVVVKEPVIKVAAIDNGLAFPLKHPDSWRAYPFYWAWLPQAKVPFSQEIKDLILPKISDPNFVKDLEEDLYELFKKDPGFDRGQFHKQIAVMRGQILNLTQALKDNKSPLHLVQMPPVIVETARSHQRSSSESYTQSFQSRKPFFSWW
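PI4K2A activity was measured by ADP-Glo luminescence: enzyme (4 ug/mL stock) and phosphatidylinositol (1.2 mM stock) in Tris pH 7.5/MgCl2/EGTA/Triton X-100 buffer were reacted with ATP (300 microM stock) for one hour at ambient temperature.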
ERG-DNA inh: inhibitors of human ERG Ets domain-DNA interaction. P11308. hit rate 0.028% among 370,000. fluorescence polarization, His-ERG Ets domain / labelled DNA. Potency, µM (highest dose often 76.9 µM), without a hit: at the highest dose FP activity, negative = inhibition, hits mostly inhibitors; active = well fitted inhibition curve with a large enough effect in the polarisation, with a control signal flat; inconclusive = small, poorly fitted or top-dose-only effect, or effect the other way, or a change in a side signal; inactive = no such curve, though single readings can be large or run the other way; the % refers to the polarisation;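 note: polarization taken with two DNA probes labelled with fluorescein and Texas red; potency is the fitted concentration of half-maximal effect; % of control where 0% means no effect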
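His-tagged ERG Ets domain (1 uM in the protein solution; 300mM KCl, 50mM Tris-HCl, 1mM EDTA, 1mM DTT, pH 7.5) received compound, then a probe mix of 5 nM fluorescein-DNA and 100nM Texas-615-DNA. Fluorescence polarization was read for both dyes.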
GLS inhibitor: inhibitors of human glutaminase (GLS); O94925; GLS enzymatic activity, qHTS titration; hit rate 0.21% among 410,000; Potency, µM (titrated, usually from 45.5 µM), for the others: at the top dose activity change, negative = inhibition, usual class: inhibitors; note: potency is the fitted concentration of half-maximal effect; % is set by controls: 0 for no effect and ±100 for the full control effect
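Enzyme dispensed in phosphate buffer (45 mM, pH 8.2, 0.02% Tween-20), compounds pinned in, then 1 mM L-glutamine solution and the glutamate oxidase–HRP–Amplex Red mix added; fluorescence read immediately and again after 30 min at room temperature.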
Starred values were filed as active, the others as inactive; i = inactive; ? = inconclusive; nt = no result given; [ ] = remark or other dose. Unless noted, calls come from the whole dose curve; as a rule, active = well fitted curve in the direction sought with a large enough effect; inconclusive = small, poorly fitted or top-dose-only effect, or another doubt; inactive = no such curve, though single readings can be large; an effect the other way counts as inactive or inconclusive.

G9a block	Pin1 inhibitor	HP1b chromo inh	BAZ2B inh	Tb PGK inh	JMJD2A Tudor inh	PI4K2A inh	ERG-DNA inh	GLS inhibitor	canonical_smiles
-17%	-2%	22%	-37%	2%	-18%	-3	-9%	1%	COC(=O)[C@@]1(Cc2ccc(F)cc2)[C@H]2c3cc(C(=O)N(C)C)n(C[C@H](O)CO)c3C[C@H]2CN1C(=O)c1ccccc1
-43%[59 µM]	2%	-21%	-27%	nt	-32%	1	-1%	-8%	Cc1cc(C)cc(OCC(=O)N(Cc2ccc(C)o2)C2CCS(=O)(=O)C2)c1 (stereo unspecified)
19%[12.7 µM]	4%	9%	-4%	4%	-13%	-7	-4%	6%	CCCCOc1ccccc1NC(=O)Cn1c(-c2nonc2N)nc2ccccc21
-5%	?	16%	-1%	8%	-14%	1	-6%	11%	Nc1nc2nonc2nc1N
8%[59 µM]	-5%	12%[57 µM]	-14%	-9%	-12%	9	-18%	13%	CCc1nnc(NS(=O)(=O)c2ccc(NC(=O)c3ccccc3OC)cc2)s1
-4%[0.501 µM]	0%	?	?	i	?	-1	-3%	4%	COc1ccc(N2CCN(C(=O)c3ccc(N(C)S(=O)(=O)c4ccc(C)cc4)cc3)CC2)cc1
?	2%	56%[activator]	-17%	13%	-5%	3	5%	-15%	Brc1ccc(-c2cn3cccnc3n2)cc1
0%	?	27%	8%	nt	-20%	5	-13%	-2%	COCCNC(=S)N1C2CCC1CC(NC(=O)NC13CC4CC(CC(C4)C1)C3)C2 (stereo unspecified)
nt	-1%	2%	-33%	-1%	-18%	-10	-1%	13%	COc1cc(NS(=O)(=O)c2ccc(NC(=S)NC(=O)c3ccc(F)c(F)c3)cc2)nc(OC)n1
7.9µM*	6%	-9%	50µM*	-2%	?	-6	18%	11%	CCN(CCCNC(=O)c1ccc2c(c1)NC(=O)CN2C)c1cccc(C)c1
nt	5%	44%[activator]	0%	-11%	?	-2	-1%	53%[activator]	COc1ccc(N=Cc2c[nH][nH]c2=O)cc1
-2%[59 µM]	-5%	6%	-32%	9%	1%	9	3%	-12%	Cc1ccc(N(C)C(=O)C2CCN(S(=O)(=O)c3cn(C)cn3)CC2)cc1
-19%	-2%	13%	-6%	-1%	25%	0	-3%	0%	CC1(C)Oc2ccc(C(=O)NC3CCCC3)cc2N(CC(=O)N2CCOCC2)C1=O
24%	-10%	25%	6%	-7%	3%	-2	-7%	2%	Cc1ccc2nsnc2c1NC(=O)COc1ccccc1
?	43%[activator]	26%	0%	i	-13%	1	-3%	-7%	Cc1cc(C)cc(C(=O)Oc2coc(CSc3nnc(NC(=O)C4CC4)s3)cc2=O)c1
-34%[59 µM]	-4%	28%	-18%	0%	-9%	-1	0%	16%	CCOc1ccccc1Nc1ccc(C(=O)O)cc1NC(C)=O
-35%	5%	39%[activator]	-26%	4%	6%	3	14%	9%	CCN(CC)C(=O)COc1ccc(/C=C(\C#N)S(=O)(=O)c2ccccc2)cc1OC
36%[0.501 µM]	-1%	38%[activator]	-10%	-1%	0%	3	-8%	12%	Cc1cccc(-n2ncc3c(NCCCN4CCCC4=O)ncnc32)c1
nt	-3%	21%	nt	-1%	-23%	-4	15%	2%	COc1cccc(OC)c1OCC(=O)Nc1ccc(S(=O)(=O)N2CCCC2)cc1
38%[59 µM]	-7%	32%	-1%	7%	9%	-9	-1%	68%[activator]	Cc1c(NC(=O)CN2C(=O)NC(C)(c3ccccc3Cl)C2=O)c(=O)n(-c2ccccc2)n1C (stereo unspecified)
-24%	-1%	-21%	12%	3%	-14%	3	-2%	2%	COc1ccc(N2CC(C(=O)NC3CCSC3=O)CC2=O)cc1 (stereo unspecified)
?	-1%	16%	-11%	5%	-33%	-2	6%	30%[activator]	CCN(CCNS(=O)(=O)c1ccc2c(c1)oc(=O)n2C)c1ccccc1
17%	0%	23%	6%	3%	-8%	3	8%	-1%	COc1ccc(N2CC(C(=O)N3CCOCC3)CC2=O)cc1 (stereo unspecified)
-5%	-12%	19%	-20%	1%	-9%	0	2%	15%	CCC(=O)c1ccc(OCC(O)CN2CCN(c3ccccn3)CC2)cc1 (stereo unspecified)
14%[59 µM]	2%	34%	-5%	-7%	-5%	4	-7%	-2%	COC(C(=O)NC1CCCCCCC1)c1ccccc1 (stereo unspecified)
-46%[59 µM]	?	18%	3%	-1%	-19%	0	-11%	11%	CCOC(=O)c1oc2cccc(O)c2c1CN(Cc1ccccc1)C(C)=O
1%[59 µM]	2%	9%	-33%	-5%	-32%	8	-1%	-2%	CSCC[C@H](NC(=O)c1cc([N+](=O)[O-])ccc1Cl)c1nc2ccccc2[nH]1
-44%	-6%	29%	-4%	i	-15%	-2	-10%	0%	CCCSc1cc(=O)n(-c2ccccc2)nc1C(=O)O
7%[59 µM]	-9%	-3%	-12%	i	-19%	4	nt	21%	COc1ccc(C(=O)NC(=S)N2CC(C)OC(C)C2)cc1 (stereo unspecified)
24%[59 µM]	-2%	5%	0%	6%	-4%	8	8%	0%	Cc1cc[n+](CC(=O)c2ccc3c(c2)OCCO3)cc1
2%	11%	15%	2%	6%	-9%	-9	-6%	5%	COc1ccc(-n2nc(C(=O)NCC(=O)NCCC3=CCCCC3)c3ccccc3c2=O)c(OC)c1
8%[59 µM]	5%	56%[activator]	4%	6%	-1%	-1	-4%	-15%	COc1ccc(OCC(=O)Nc2ccc3nn(-c4ccc(OC)cc4)nc3c2)cc1
-1%	1%	34%	11%	0%	-10%	-5	-1%	1%	COc1cccc(NC(=O)c2ccccc2-c2nc(-c3ccc(Cl)cc3)no2)c1
-8%	-8%	61%[activator]	9%	-10%	-7%	-6	0%	3%	CCc1[nH]nc(C(=O)N2CCCC(C(=O)c3cccc(OC(C)C)c3)C2)c1C (stereo unspecified)
1%[59 µM]	4%	17%[57 µM]	-5%	i	-13%	2	0%	-3%	COc1cc(Cl)c(NC(=O)C2CCN(S(=O)(=O)c3c(C)noc3/C=C/c3ccccc3F)CC2)c(OC)c1
2%	-1%	38%	-4%	-7%	-8%	2	6%	2%	Cc1ccc(Cl)cc1N(CC(=O)NCc1ccccc1)S(C)(=O)=O
137%[activator]	-8%	95%[activator]	35%	i	17%	-1	-9%	3%	Cc1ccc2oc(=O)n(CC(=O)OCCC(C)C)c2c1
nt	-6%	25%	1%	i	-14%[11.4 µM]	6	-6%	-15%	CCOC(=O)COc1cccc2c(=O)n(CC(N)=O)ccc12
nt	?	24%	nt	-10%	-20%	3	-4%	-2%	Cc1cc(OC(=O)c2c(C)cc(OC(=O)c3c(C)cc(O)cc3O)cc2O)cc(O)c1C(=O)O
?	3%	11%	?	?	-3%[57.1 µM]	2	8%	17%	COC(=O)c1c(-c2cc(C)ccc2C)csc1NC(=O)C1CC=CCC1C(=O)O (stereo unspecified)
30%	-1%	31%	1%	1%	1%	0	-10%	-2%	O=C(CCC(=O)N1CCOc2ccc(Cl)cc21)NCc1ccccc1
-14%	-1%	24%	-4%	-1%	-13%	-5	2%	-4%	CC(=O)c1cccc(NC(=O)c2ccc(NS(=O)(=O)c3c(C)noc3C)cc2)c1
36%[12.7 µM]	36%[activator]	66%[activator]	-3%	0%	-21%	-6	42%[activator]	4%	O=C(Nc1ccccc1[N+](=O)[O-])c1cc2ccccc2nc1Cl
13%[59 µM]	-8%	13%	-1%	8%	-18%	1	-6%	14%	Cc1ccc2nc(NC(=O)Cn3nc(C)c([N+](=O)[O-])c3C)sc2c1
?	1%	20%	8%	-5%	-15%[57.1 µM]	2	-8%	-17%	O=C(NCc1ccco1)c1ccc2c(c1)C(=O)N(Cc1ccccc1)C2=O
?	49%[activator]	-17%	-30%	-6%	-36%	2	2%	1%	O=C(Nc1ccc(S(=O)(=O)Nc2nccs2)cc1)/C(=C/c1ccccc1Cl)NC(=O)c1ccccc1
-5%	0%	19%	-3%	1%	-16%	1	0%	4%	Cc1ccccc1NC(=O)CSCc1nc(N)nc(Nc2ccccc2C)n1
nt	-4%	-10%	-4%	-9%	-18%	5	-8%	23%	O=C(Nc1nc(-c2cccc3ccccc23)cs1)c1ccc2c(c1)S(=O)(=O)c1ccccc1C2=O
3%[2.33 µM]	-23%	23%	9%	0%	-26%	10	2%	0%	NC(=O)c1cc([N+](=O)[O-])ccc1NCc1ccccn1
16%[12.7 µM]	3%	39%	8%	-1%	15%	2	-11%	-1%	CSc1ccc(S(=O)(=O)NCc2ccc(Cl)cc2)cc1

More results.
G9a block	Pin1 inhibitor	HP1b chromo inh	BAZ2B inh	Tb PGK inh	JMJD2A Tudor inh	PI4K2A inh	ERG-DNA inh	GLS inhibitor	canonical_smiles
15%	3%	54%[activator]	26%	6%	36%	-1	18%	-1%	C=CCN1C(=O)N(CC=C)c2cccc3cccc1c23
-13%[59 µM]	2%	5%	-1%	-1%	-3%	9	-2%	1%	Cc1ccc(NC(=O)N(Cc2cccnc2)Cc2ccco2)cc1C
6%[59 µM]	-2%	34%	-4%	-8%	-7%	1	3%	-10%	CC(=O)Nc1ccc(S(=O)(=O)NCC(=O)OCC(=O)N2CCc3ccccc32)cc1
0%[59 µM]	7%	57%[activator]	-7%[57.1 µM]	i	45%[activator]	-1	6%	6%	CCOC(=O)c1c(C)oc2nc(C)nc(NCc3cccc(Cl)c3)c12
